Compound activity deposited in PubChem BioAssay by several laboratories.
V-ATPase pH = alters yeast V-ATPase proton transport | response, % at 10 µM | AID 504577 | 350,000 tested, 0.37% active | S. cerevisiae, pHLuorin cytosolic pH fluorescence; in the data active = response mostly above about 7.3%, no sharp cut-off; inactive = mostly below about 5.4%; also: actives read high; inactives centre near 0; some compounds called inactive have numbers as strong as hits; reference of the scale not given here
PKA-R2B act = PKA-R2B complex activation; P22694+P31323; PKA-R2B holoenzyme dissociation, Cy5-IP20 fluorescence polarization; R2B truncated from residue 108, S112A mutant; 0% DMSO only, 100% 113 µM cGMP; activation, % at 11.4 µM; 340,000 tested, 0.079% active;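 active = activation above a cutoff set at the mean over all compounds plus 3 SD, cut at about 18% in these data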;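 also: higher means more holoenzyme dissociation and a rise in polarization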
Target sequence (P31323 whole entry, looked up, other chains not shown, the tested form may be a part): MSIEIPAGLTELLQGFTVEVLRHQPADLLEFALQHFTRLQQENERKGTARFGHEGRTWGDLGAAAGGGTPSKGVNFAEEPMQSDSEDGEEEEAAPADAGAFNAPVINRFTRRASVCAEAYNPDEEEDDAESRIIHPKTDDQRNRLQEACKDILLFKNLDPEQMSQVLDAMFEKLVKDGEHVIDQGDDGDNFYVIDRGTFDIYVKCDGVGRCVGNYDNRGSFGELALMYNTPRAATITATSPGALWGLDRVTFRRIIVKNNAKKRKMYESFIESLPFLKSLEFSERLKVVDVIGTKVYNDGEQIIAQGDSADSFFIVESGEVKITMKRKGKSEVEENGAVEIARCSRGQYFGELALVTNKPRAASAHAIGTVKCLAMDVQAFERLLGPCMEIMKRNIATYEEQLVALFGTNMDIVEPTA
MOR-DOR ag = OPRM1-OPRD1 heterodimerization agonism; P35372+P41143; cells, luminescence; activation, % at 9.3 µM; 340,000 tested, 0.3% active; in the data active = activation above about 18%;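 also: 0% = vehicle-treated cells and 100% = reference agonist; values of inactives mirror those of a sister screen read the other way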
HTR5A ag = counter-screen for OPRM1-OPRD1 agonists: human HTR5A agonism | 340,000 tested, 0.61% active | AID 504692 | HTR5A agonist assay, luminescence, cell-based | P47898 | activation, % at 9.3 µM; in the data active = activation mostly above about 9.5%, no sharp cut-off; inactive = mostly below about 7.6%;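 also: 0% = cells with vehicle only and 100% = reference agonist; strong numbers were not always called active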
Target sequence (P47898 whole entry, looked up): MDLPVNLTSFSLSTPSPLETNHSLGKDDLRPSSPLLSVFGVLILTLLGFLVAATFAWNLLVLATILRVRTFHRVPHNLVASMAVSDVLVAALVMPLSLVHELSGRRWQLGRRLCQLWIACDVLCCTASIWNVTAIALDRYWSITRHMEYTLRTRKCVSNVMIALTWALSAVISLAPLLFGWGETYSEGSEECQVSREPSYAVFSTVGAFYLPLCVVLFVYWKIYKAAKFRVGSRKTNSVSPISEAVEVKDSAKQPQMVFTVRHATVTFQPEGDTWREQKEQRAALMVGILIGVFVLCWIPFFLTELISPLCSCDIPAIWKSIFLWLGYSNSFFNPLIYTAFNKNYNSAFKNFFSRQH
Arrestin-AP2 inh = blocks beta-arrestin peptide binding to AP2 adaptin; FITC-arrestin peptide / GST-AP2 beads, flow cytometry; AP2 beta2 appendage carries R879A mutation; inhibition, % at 10 µM; 340,000 tested, 0.31% active; AID 504490;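 active = inhibition above a set limit, near 3 SD of compounds lacking own fluorescence, cut at about 54% in these data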;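 also: plate controls were DMSO wells for no effect and 5 µM unlabelled arrestin peptide for full effect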
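Assay system: GST-AP2 R879A bound to glutathione beads, E. coli-expressed; Medium: PBS with 0.05% Tween 20 and 0.1% BSA; Also added: fluorescein-tagged arrestin peptide at 50 nM final; Timing: 12 min plus 1 h, RT; Measured by: flow cytometry, FL1 (488/535 nm); Evaluation: percent drop in bead-associated FITC signal.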
HTR5A inv ctr = counter-screen for OPRM1-OPRD1 inverse agonists: human HTR5A inverse agonism. inhibition, % at 9.3 µM. AID 504634. HTR5A cell line, luminescence. 340,000 tested, 0.083% active; in the data active = inhibition mostly above about 23%, no sharp cut-off; inactive = mostly below about 18%;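 also: 0% = cells with DMSO and 100% = no-cell wells with DMSO; some compounds called inactive have numbers as strong as hits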
PKA-R1A activ = activates the PKA-R1A holoenzyme complex; 340,000 tested, 0.083% active; PKA-R1A dissociation, Cy5-IP20 fluorescence polarization; scaled: DMSO 0%, 113 µM cGMP 100%; activation, % at 11.4 µM; P00514+P68181; AID 504707;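 active = percent activation above the mean of all tested compounds plus 3 SD, cut at about 19% in these data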;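 also: higher means more PKAc released from R1A so a rise in polarization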
Pemphigus Ab inh = inhibitors of pemphigus antibody binding to human desmoglein-3. 310,000 tested, 0.48% active. binding (percent of control), % at 10 µM. P32926. DSG3-coupled beads, scFv-anti-DSG3-GFP binding, flow cytometry; hits give low values. AID 588358;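 active = binding more than 3 SD below its plate's average and above zero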;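 also: hits lower antibody fragment binding to DSG3; some compounds called inactive have numbers as strong as hits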
DAGLB inhibitor = blocks human DAGLB lipase activity. Q8NCG7. HEK293T DAGLB membrane lysate, EnzChek fluorogenic substrate. inhibition, % at 5.17 µM. AID 504411. 340,000 tested, 0.059% active; in the data active = inhibition above about 34%;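 also: 0% = enzyme with vehicle and 100% = wells lacking enzyme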
OPRM1-OPRD1 inv = mu-delta opioid heterodimer inverse agonism | P35372+P41143 | cell-based MOR-DOR heterodimer luminescence | inhibition, % at 9.3 µM | 340,000 tested, 0.21% active | AID 504357; in the data active = inhibition above about 22%, passing the limit was not always enough;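 also: 0% = cells with DMSO and 100% = wells without cells with DMSO; values of inactives mirror those of a sister screen read the other way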
* = called active by the depositor; / = not tested or not shown.

#1 CCC(C)[C@H](NC(=O)C1(c2ccccc2)CCN(C(=O)OC(C)(C)C)CC1)C(=O)N[C@@H](C(=O)O)c1ccccc1 (stereo partly specified)
#2 COc1ccc(NC(=O)CSc2n[nH]c(-c3ccncc3)n2)cc1Cl
#3 Cc1ccc(C2CC(c3cccs3)=NN2C(=O)CCl)cc1 (stereo unspecified)
#4 CCCOC(=O)c1ccc(S(N)(=O)=O)o1
#5 CN(CCC1CCOCC1)C(=O)CC1C(=O)NCCN1Cc1ccoc1 (stereo unspecified)
#6 COc1ccc(CC(=O)Nc2ccc(-c3noc(-c4cc(OC)c(OC)c(OC)c4)n3)cc2)cc1
#7 COCCn1c(SCC(=O)N2CCc3ccccc3C2)nc2cc(Cl)ccc2c1=O
#8 COc1ccc(OC)c(-c2cnc(OC(C)(C)C)nc2OC(C)(C)C)c1

assay / entry	1	2	3	4	5	6	7	8
V-ATPase pH	-2	2	1	-1	0	-1	3	2
PKA-R2B act	-3	6	-1	-13	-11	-2	-7	-2
MOR-DOR ag	-0.4	-2.5	0.6	-3.1	0.2	5.8	-1.2	6.2
HTR5A ag	1	0	-3	-1	2	7	-6	-1
Arrestin-AP2 inh	5	39	5	36	-1	1	4	5
HTR5A inv ctr	5	1	12	13	-4	-20	16	3
PKA-R1A activ	-2	1	7	-10	0	3	1	-6
Pemphigus Ab inh	102	123	138	97	104	103	96	93
DAGLB inhibitor	4	0	1	3	0	-4	-1	-5
OPRM1-OPRD1 inv	2	12	-3	14	-1	-24	7	-44

#9 S=C(Nc1ccc(Cl)c(Cl)c1)N1CCOCC1
#10 O=C(CSc1nccn1-c1ncc(C(F)(F)F)cc1Cl)c1ccc(Br)cc1
#11 Cn1c(=O)n(C)c2cc(NC(=O)c3ccccc3[N+](=O)[O-])c(Br)cc21
#12 CCOC(=O)/C(O)=C(\C#N)c1nc2ccccc2[nH]1
#13 CN(CC(=O)Nc1ccc(C(N)=O)cc1)S(=O)(=O)c1ccc2c(c1)OCCO2
#14 CCN1CCN(C(=S)Nc2ccc(C(C)=O)cc2)CC1
#15 CCc1cc(=O)oc2c3c(cc(OCC(=O)NCc4cccnc4)c12)OC(C)(C)CC3
#16 CCOC(=O)c1cnc2nc(N3CCOCC3)nn2c1N

assay / entry	9	10	11	12	13	14	15	16
V-ATPase pH	0	-4	3	4	1	-1	-1	-4
PKA-R2B act	-13	-11	-3	3	-18	4	-5	-7
MOR-DOR ag	-1.1	0.1	-2.2	-0.7	-0.7	-2.1	-4.2	-6.0
HTR5A ag	4	-6	-5	-5	6	-3	3	-3
Arrestin-AP2 inh	5	21	-6	-6	-8	-22	0	13
HTR5A inv ctr	-3	16	12	-15	-24	8	15	-1
PKA-R1A activ	-3	5	-4	-9	-4	-8	2	-7
Pemphigus Ab inh	99	81	105	106	127	102	104	108
DAGLB inhibitor	0	-2	-4	-1	-1	-1	-1	-1
OPRM1-OPRD1 inv	6	-1	12	4	3	11	21	28

#17 COc1ccc(CCNC(=O)Nc2cccc([N+](=O)[O-])c2)cc1
#18 Cc1ccc(/C=C/C(=O)O)cc1S(=O)(=O)Nc1ccccc1C(=O)O
#19 NS(=O)(=O)c1ccc(NC(=S)NC(=O)c2ccco2)cc1
#20 Cc1c(NC(=O)c2cc(-n3cnnc3)ccc2Cl)cccc1-c1nc2ccccc2s1
#21 O=C(Cc1ccccc1)N/N=C/c1cc(Br)cc(Cl)c1O
#22 CCOC(=O)C(=NC(C)(C)C)NNc1cc(Cl)ccc1Cl
#23 O=C(c1cnc(Cl)c(Cl)c1)N1CCN(S(=O)(=O)c2ccc(F)cc2)CC1
#24 O=C(O)c1[nH]c2ccccc2c1CC(=O)N1CCOCC1

assay / entry	17	18	19	20	21	22	23	24
V-ATPase pH	-1	1	-5	-3	2	-5	1	6
PKA-R2B act	-1	-13	1	4	3	-5	2	3
MOR-DOR ag	0.0	-1.0	-3.2	-1.7	1.1	0.4	0.4	-1.4
HTR5A ag	0	-1	-1	1	-6	0	-1	-3
Arrestin-AP2 inh	5	8	34	12	28	1	0	2
HTR5A inv ctr	1	2	2	-14	15	0	-5	-8
PKA-R1A activ	-3	6	-2	4	3	-14	7	4
Pemphigus Ab inh	96	95	100	/	98	101	128	107
DAGLB inhibitor	-3	2	-2	0	9	-4	1	-1
OPRM1-OPRD1 inv	0	6	19	9	-6	-2	-3	6

#25 CCOC(=O)[C@H]1[C@H]2COc3ccccc3[C@@H]2N2C(=O)c3cc(C)ccc3NC(=O)[C@@]12C
#26 N#CC1(NC(=O)CN2C(=O)NC(c3ccccc3)(c3ccccc3)C2=O)CCCC1
#27 COc1ccc2oc(C(=O)OCC(=O)N(Cc3ccccc3)C(C)C)c(C)c2c1
#28 Cc1cc2cc(C)c3nnc(SCC(=O)NCc4ccco4)n3c2cc1C
#29 COc1ccc(N)cc1-n1cnnn1
#30 O=C(NCC1CCCO1)c1nc2c(nnn2Cc2ccc(F)cc2)c(=O)[nH]1 (stereo unspecified)
#31 Cc1cc(=O)[nH]c(SCC(=O)N2CCCC2)n1
#32 CCN1CCN(CCNC(=O)c2cc(Cl)c(NC(=O)C3=C(C)OCCS3)cc2OC)CC1

assay / entry	25	26	27	28	29	30	31	32
V-ATPase pH	-2	-5	-2	0	-1	1	3	4
PKA-R2B act	-2	0	-13	-21	-7	-19	-7	-8
MOR-DOR ag	-0.8	-1.6	-2.5	0.0	-1.5	-1.5	-0.6	-4.1
HTR5A ag	3	2	3	4	-2	-1	-2	-5
Arrestin-AP2 inh	-5	-2	18	3	9	-8	26	-6
HTR5A inv ctr	-8	-1	-7	-34	-14	-13	4	21
PKA-R1A activ	-8	0	-11	-1	3	-2	-12	-5
Pemphigus Ab inh	94	99	102	77	100	102	/	/
DAGLB inhibitor	-1	-4	-5	-5	-1	-2	-1	1
OPRM1-OPRD1 inv	4	6	16	0	7	8	2	21

Of the compounds above, 2 contain a cyano group:
#12 CCOC(=O)/C(O)=C(\C#N)c1nc2ccccc2[nH]1
#26 N#CC1(NC(=O)CN2C(=O)NC(c3ccccc3)(c3ccccc3)C2=O)CCCC1

assay / entry	12	26
V-ATPase pH	4	-5
PKA-R2B act	3	0
MOR-DOR ag	-0.7	-1.6
HTR5A ag	-5	2
Arrestin-AP2 inh	-6	-2
HTR5A inv ctr	-15	-1
PKA-R1A activ	-9	0
Pemphigus Ab inh	106	99
DAGLB inhibitor	-1	-4
OPRM1-OPRD1 inv	4	6

(listing goes on)
#33 CCN1CCN(c2nc3c(C)cccn3c(=O)c2/C=C(\C#N)C(=O)NCCOC)CC1
#34 Fc1ccc(CN2CC[C@H]3C=CCc4cccc(c43)C2)cc1
#35 O=C(NC(c1ccccc1)C(Cl)Cl)c1ccccc1 (stereo unspecified)
#36 COc1c(C)cc(Br)cc1C(=O)NC(=S)Nc1ccc(Cl)c(C(=O)O)c1
#37 Cc1cccnc1NC(=O)c1ccco1
#38 Cc1ccc(Cn2c(SCC(=O)NCC3CCCO3)nc3c(sc4ccccc43)c2=O)cc1 (stereo unspecified)
#39 CSc1nsc(SCC(=O)Nc2ccc(NC(C)=O)cc2)n1
#40 CC1CN(c2nnc(-c3ccccc3)c3ccccc23)CC(C)O1 (stereo unspecified)

assay / entry	33	34	35	36	37	38	39	40
V-ATPase pH	3	8	10	1	0	-1	-2	0
PKA-R2B act	0	-14	-9	-11	-11	5	-10	-5
MOR-DOR ag	-3.2	13	-1.4	-1.2	-1.2	-1.7	-2.2	0.6
HTR5A ag	-3	3	1	-1	1	5	6	0
Arrestin-AP2 inh	3	-3	-2	18	-2	6	-3	31
HTR5A inv ctr	12	5	12	-19	8	8	-3	0
PKA-R1A activ	2	-1	3	-1	-15	-7	-3	-15
Pemphigus Ab inh	105	103	98	99	/	/	106	114
DAGLB inhibitor	-1	-12	0	4	0	-2	-2	1
OPRM1-OPRD1 inv	14	-74	10	6	8	9	12	-4

#41 O=C(COc1ccc(Br)cc1)NCCN1CCCC1
#42 O=C(Nc1ccc2c3c(cccc13)CC2)c1cccc([N+](=O)[O-])c1
#43 Oc1ccccc1Nc1ccccn1
#44 CCCn1c(SCC(=O)N2CCCC2)nc2c1c(=O)n(C)c(=O)n2C
#45 COc1cccc(C(=O)Nn2cnnc2)c1
#46 CC(OC(=O)COc1cccc2c1OC(C)(C)C2)C(=O)Nc1ccc(S(N)(=O)=O)cc1 (stereo unspecified)
#47 CCOC(=O)c1csc(NC(=O)CSc2nnnn2-c2cccc(OC)c2)n1
#48 O=C(COC(=O)c1cccc([N+](=O)[O-])c1)NNC(=O)c1cccs1
#49 Cc1ccc(Cc2nc(-c3cccc(C)c3)no2)cc1

assay / entry	41	42	43	44	45	46	47	48	49
V-ATPase pH	3	-2	3	8	1	5	1	-2	/
PKA-R2B act	16	-10	3	-4	4	-11	3	1	-5
MOR-DOR ag	-2.2	0.1	-2.0	0.1	-2.2	-0.2	4.5	-1.9	4.6
HTR5A ag	0	1	-1	2	0	-1	0	4	0
Arrestin-AP2 inh	11	5	3	-6	-23	37	-4	10	8
HTR5A inv ctr	-1	10	3	-6	0	2	1	6	1
PKA-R1A activ	0	-1	-3	21*	-8	0	-6	9	0
Pemphigus Ab inh	98	103	97	108	82	116	/	97	95
DAGLB inhibitor	1	-1	1	0	-2	-5	-2	1	-13
OPRM1-OPRD1 inv	10	-1	9	0	11	1	-19	7	-26

Molecules from the list above containing a tert-butyl group (three):
#1 CCC(C)[C@H](NC(=O)C1(c2ccccc2)CCN(C(=O)OC(C)(C)C)CC1)C(=O)N[C@@H](C(=O)O)c1ccccc1 (stereo partly specified)
#8 COc1ccc(OC)c(-c2cnc(OC(C)(C)C)nc2OC(C)(C)C)c1
#22 CCOC(=O)C(=NC(C)(C)C)NNc1cc(Cl)ccc1Cl

assay / entry	1	8	22
V-ATPase pH	-2	2	-5
PKA-R2B act	-3	-2	-5
MOR-DOR ag	-0.4	6.2	0.4
HTR5A ag	1	-1	0
Arrestin-AP2 inh	5	5	1
HTR5A inv ctr	5	3	0
PKA-R1A activ	-2	-6	-14
Pemphigus Ab inh	102	93	101
DAGLB inhibitor	4	-5	-4
OPRM1-OPRD1 inv	2	-44	-2
